Source: PubChem BioAssay
Sm TGR block = qHTS Assay for the Inhibitors of Schistosoma Mansoni Peroxiredoxins; AID 485364, 2010; Schistosoma mansoni thioredoxin glutathione reductase (TGR), Q962Y6; purified TGR, DTNB reduction, TNB absorbance 405 nm; Potency, µM (titrated, usually from 114 µM), for inactives: at the highest dose activity change, negative = inhibition, actives largely listed as inhibitors; hit rate 3% among 360,000; also: potency is read from the fitted curve at half-maximal effect; nearly all actives have a fitted effect of over 60% in size
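Kinetic colorimetric format: TGR-catalysed, NADPH-driven DTNB reduction monitored via TNB absorbance. Enzyme dispensed at 20 nM; compound exposure 15 min at room temperature before reaction start.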
AmpC detergent = qHTS Inhibitors of AmpC Beta-Lactamase (assay with detergent). P00811. AmpC hydrolysis of nitrocefin, absorbance 480 nm, 0.01% Triton. Potency, µM (highest dose often 114 µM), without a hit: at the top dose activity change, negative = inhibition, most hits filed as inhibitors. hit rate 0.041% among 370,000;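 also: potency is read from the fitted curve at half-maximal effect; 0% = no-compound wells and -100% = no-enzyme wells; nearly all actives have a fitted effect of over 25% in size; some results filed as inactive show a strong effect at the top dose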
Target sequence (P00811 whole entry, looked up): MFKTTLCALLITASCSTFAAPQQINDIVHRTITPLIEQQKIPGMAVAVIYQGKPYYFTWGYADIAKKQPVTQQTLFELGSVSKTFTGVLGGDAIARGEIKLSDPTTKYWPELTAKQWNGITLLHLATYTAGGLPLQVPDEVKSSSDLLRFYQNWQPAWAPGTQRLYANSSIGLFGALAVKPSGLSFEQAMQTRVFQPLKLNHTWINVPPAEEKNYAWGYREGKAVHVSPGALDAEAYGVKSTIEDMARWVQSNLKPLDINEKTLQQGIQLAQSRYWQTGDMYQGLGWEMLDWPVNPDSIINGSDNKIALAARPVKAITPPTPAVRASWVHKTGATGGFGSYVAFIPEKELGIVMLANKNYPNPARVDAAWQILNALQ
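20 mM phosphate pH 7.0 + 0.01% (detergent screen) or 0.0001% Triton X-100; 5.3 nM AmpC reagent; cpd preinc 15 min RT; nitrocefin (800 uM stock) to start; A480 q20 s × 4 min; Activity was normalised to no-enzyme and no-compound control wells.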
AmpC no deterg = qHTS Inhibitors of AmpC Beta-Lactamase (assay without detergent); P00811; AmpC nitrocefin hydrolysis, absorbance 480 nm, 0.0001% Triton; Potency, µM (highest dose often 57.1 µM), for the others: at the top dose activity change, negative = inhibition, hits mostly inhibitors; hit rate 0.52% among 330,000;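 also: potency is read from the fitted curve at half-maximal effect; plate controls were no compound for no effect and no enzyme for full effect; nearly all actives have a fitted effect of over 20% in size; some results filed as inactive show a strong effect at the top dose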
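AmpC (5.3 nM in the dispensed reagent) in 20 mM phosphate pH 7.0 with 0.01% (detergent screen) or 0.0001% Triton X-100 was preincubated with compounds for 15 min at room temperature. Nitrocefin was then added from an 800 uM solution, and hydrolysis was followed at 480 nm.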
HCMV antiviral = qHTS Assay for inhibitors of the human cytomegalovirus (HCMV) | HFF cells, HCMV-luciferase reporter, 72 h; stronger effect = lower value | activity change, negative = inhibition, % at 57.5 µM | hit rate 4.5% among 410,000; in the data active = activity change below about -60%; inconclusive = no clear call, values can overlap the other calls; inactive = above about -39%
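Inhibition of viral replication was scored as loss of reporter luminescence in HFFs infected with HCMV-luciferase (MOI 1 PFU/cell) for 72 h; compounds tested at 2 doses, normalized to buffer and Salinomycin controls.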
Giardia FBPA inh = qHTS Assay for Inhibitors of Fructose-1,6-bisphosphate Aldolase from Giardia Lamblia; purified Giardia FBPA; Potency, µM (titrated, usually from 59.6 µM), for the others: at the top dose activity, negative = inhibition, usual class: inhibitors; hit rate 0.71% among 290,000; AID 2451, 2010; also: potency is read from the fitted curve at half-maximal effect; nearly all actives have a fitted effect of over 55% in size
Target sequence (A8B2U2 whole entry, looked up): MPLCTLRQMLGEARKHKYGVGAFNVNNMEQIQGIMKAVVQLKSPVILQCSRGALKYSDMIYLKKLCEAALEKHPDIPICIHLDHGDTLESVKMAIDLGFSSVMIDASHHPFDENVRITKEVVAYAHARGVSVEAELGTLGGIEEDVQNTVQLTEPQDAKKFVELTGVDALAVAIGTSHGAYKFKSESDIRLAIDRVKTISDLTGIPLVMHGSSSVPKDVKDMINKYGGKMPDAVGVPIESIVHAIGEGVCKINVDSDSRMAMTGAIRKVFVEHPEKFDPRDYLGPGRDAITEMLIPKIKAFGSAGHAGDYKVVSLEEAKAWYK
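Giardia FBPA (40 nM reagent) was preincubated 10 min at RT with compound (up to 57.5 uM final), then substrate plus GAPDH/TPI/NAD/arsenate coupling system with diaphorase/resazurin was added; resorufin fluorescence (525/598 nm) was read after 20 min.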
HCV inhibitor = qHTS Assay for Inhibitors of Hepatitis C Virus (HCV). Potency, µM (highest dose often 41.8 µM), inactives show top-dose activity change, negative = inhibition, actives largely listed as inhibitors. hit rate 3.4% among 340,000. Huh7.5.1 HCVcc-Cre infection, luciferase reporter, 44 h; also: potency is read from the fitted curve at half-maximal effect
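Compounds are dispensed onto cells plated 4 h earlier at 1,000 per well, with HCVcc-Cre virus (about 0.5 moi) added next. Following 44 h of culture, luminescent signal is measured for 15 sec after 15 min with substrate at room temperature.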
* hit, by the source's call; ? = inconclusive; / = no result given; & = joins results of further samples; [ ] = remark or other dose. Unless noted, calls follow the shape of the dose curve; as a rule, active = well fitted curve in the direction sought with a large enough effect; inconclusive = small, poorly fitted or top-dose-only effect, or another doubt; inactive = no such curve, though single readings can be large; an effect the other way counts as inactive or inconclusive. Unless noted, % is scaled to controls: 0 for no effect and ±100 for the full control effect.

Results follow in this order: Sm TGR block, AmpC detergent, AmpC no deterg, HCMV antiviral, Giardia FBPA inh, HCV inhibitor
CC(C)=N/N=C1/NC(=O)C(CC(=O)Nc2cc(Cl)ccc2C)S1 (stereo unspecified)
 : 2%, 2%, -26%, ?, 0%, 9%
COc1cc(C)ccc1OCc1cc(C(=O)N2CCN(C)C[C@@H]2c2ccccc2)no1
 : -33%, 6%, 136%[activator], -18, /, -14%
COc1ccccc1NC(=O)C(C)N1CCN(C/C=C/c2ccccc2)CC1 (stereo unspecified)
 : -6%, ?, 120%[activator], -1, 0%, -22%
COc1ccc(C(=O)/C=C/c2cn(CC(O)CN3CCc4ccccc43)c3ccccc23)cc1 (stereo unspecified)
 : -10%, 24%, /, 41, /, /
Cc1c(C(=O)Cc2ccccc2)n(C)c2ccccc12
 : -2%, -10%, -32%, 9, -3%, -13%
COc1ccc(Cn2c(CO)cnc2SCc2ccccc2)cc1
 : ?, 18%, /, 54, /, /
NC(=O)[C@@H]1CCCN1Cc1c(C(=O)N2CCN(C3CCCCC3)CC2)nc2ccccn12
 : ?, 4%, -4%, 17, /, 18%
O=C(O)CC(NC(=O)Cc1ccccc1)c1cc([N+](=O)[O-])ccc1Cl (stereo unspecified)
 : 2%, 5%, -17%, 3, 14%, 15%
O=C(CN1CCN(c2ccc(F)cc2)CC1)Nc1ccccc1Br
 : 1%, -2%, 83%[activator], 44, 1%, -16%
C/C(=N\Nc1ncc(Cl)cc1Cl)c1ccc(OC(F)F)cc1
 : -5%, ?, -18%, ?, -12%, -7%
CCOc1ccc(OCc2ccc(C(=O)Nc3cc(OC)c(OC)c(OC)c3)o2)cc1
 : 0%, 9%, /, 33, /, /
CCOC(=O)c1c(NC(=O)C2CC(Cl)=CCC2C(=O)O)sc2c1CC(C)(C)OC2 (stereo unspecified)
 : /, -1%, -13%, ?, 17%, 1%
O=C(CSc1nccn1Cc1ccccc1)Nc1nc2ccccc2s1
 : 2%, 16%, /, 40, /, /
Cc1ccc(C(=O)CSc2nnc(CNc3nc(-c4ccccc4)cs3)n2C)cc1
 : -23%, -12%, -6%, ?, -13%, -18%
Cc1ccc(S(=O)(=O)N(C)CCCC(=O)N2CCCCC2)cc1
 : 52%[activator], -22%, 8%, -15, 0%, 4%
O=C(O)CCSSCCC(=O)O
 : 2%, 7%, -3%, -30, /, 24%
COc1cccc(NC(=O)COC(=O)CC2CC3CCC2C3)c1 (stereo unspecified)
 : /, /, -24%, 10, /, -2%
CCOc1cc(N2CCOCC2)c(OCC)cc1NC(=O)Cc1cccc(OC)c1
 : -9%, 2%, 72%[activator], -13, -11%, -14%
Cc1ccc2nc(Cc3ccc(N)cc3)[nH]c2c1
 : 10%, ?, -23%, 33, ?, 4%
Cc1ccc(Oc2nc3ccccc3n3c(C)nnc23)cc1
 : -9%, -9%, 10%, -21, -3%, 6%
CCc1ccccc1NS(=O)(=O)c1ccc(-c2coc(C)n2)cc1
 : 0%, 2%, /, 12, /, /
O=C(COc1ccc(-c2nnco2)cc1)N1CCN(S(=O)(=O)c2ccccc2)CC1
 : 5%, -13%, 22%, 44, 1%, 1%
c1csc(-c2noc(CN3CCOCC3)n2)c1
 : 5%, 3%, -7%, 24, 4%, 5%
CCOC(=O)C1CCCN(c2c(N3CCN(C4CCCCC4)CC3)c(=O)c2=O)C1 (stereo unspecified)
 : 2%, -9%, -3%, 3, 2%, 20%
C/C(=N\NC(=S)NCc1ccccc1)c1ccc(C)o1
 : -12%, -2%, -30%, -107*, 3%, ?
Cc1ccc(-n2c(=O)[nH]c3cc(C(=O)NC4CCN(Cc5ccccc5)CC4)ccc3c2=O)cc1
 : 6%, -9%, -23%, 10, -1%, 1%
Cc1cc(C2(O)C(=O)Nc3ccccc32)ccc1F (stereo unspecified)
 : 5%, 1%, -17%, -11, 1%, -1%
COc1cccc(CNC(=O)CSc2c3c(nc4ccc(Cl)cc24)CCCC3)c1OC
 : -1%, 6%, /, 36, /, /
O=C(CN(CCc1ccccc1)C(=O)CNS(=O)(=O)c1ccccc1)NCC1CCCO1 (stereo unspecified)
 : 2%, -14%, -3%, -23, -4%, 12%&3%
O=C(CN1CCCCCC1)Nc1ccc(Cl)cn1
 : 40µM*, -5%, -12%, -12, 5%, 0%
CC1=NN(c2ccc(Cl)cc2)C(=O)C1C(c1ccccc1O)c1c(C)[nH]n(-c2ccc(Cl)cc2)c1=O (stereo unspecified)
 : 1%, -6%, -34%, /, 3%, 11%
COc1ccc(Br)cc1-c1nc2c(c(=O)[nH]c(=O)n2Cc2ccccc2)n1C
 : -9%, ?, -8%, 7, 0%, 14%
O=C(Nc1ccccc1C(=O)N1CCCCC1)c1nsc2ccccc12
 : 3%, 6%, /, 0, /, /
C=CCSc1ncnc2sc(C)c(C)c12
 : 5%, 6%, -19%, -35, 6%, 7%
O=C(CCNS(=O)(=O)c1cccc2nsnc12)NCCc1ccccc1
 : 1%, -2%, -29%, 27, 3%, -7%
COc1ccc(-c2cc(C(F)(F)F)nc(NCc3ccccc3)n2)cc1
 : -2%, 17%, /, -12, /, /
S=C(Nc1ccc(Br)cc1Cl)NC1CCN(Cc2ccccc2)CC1
 : -34%, -4%, -11%, -85*, 2%, ?
CCN(CC)CCCN(Cc1cc2cc3c(cc2[nH]c1=O)OCCO3)C(=O)Nc1ccccc1
 : -1%, -1%, 22%, 28, 0%, -21%
Cc1cc(C)cc(-n2nnc(C(=O)NCc3ccc4c(c3)OCO4)c2N)c1
 : -4%, -2%, -31%, 5, -3%, 22%
O=C(Cn1c(=O)oc2cc(S(=O)(=O)NC3CCCC3)ccc21)Nc1ccc(F)c(F)c1
 : 1%, 0%, /, 1, /, /
CCN(CC)CC(=O)N1c2ccccc2Oc2c(c(=O)n(C)c(=O)n2C)C1c1cccc([N+](=O)[O-])c1 (stereo unspecified)
 : ?, -1%, 20%, 43, 2%, -7%
CCOCCCn1c(=N)c(S(=O)(=O)c2ccc(Cl)cc2)cc2c(=O)n3cccc(C)c3nc21
 : -4%, 0%, /, -4, /, /
CCC(=O)Nc1nnc(SCC(=O)c2ccc3c(c2)Cc2ccccc2-3)s1
 : -6%, -8%, -56%, -19, -28%, 13%
Cc1ccc(C)c(OCCC(=O)OCC(=O)Nc2ccc(C)c(S(=O)(=O)N3CCCCC3)c2)c1
 : 1%, 3%, -5%, -17, /, 10%
c1ccc(-n2nnnc2NCCc2c[nH]c3ccccc23)cc1
 : ?, -6%, -13%, 1, 0%, -21%
Cc1cccn2c(=O)c3cc(C(=O)NC4CCCC4)c(=N)n(Cc4ccc(F)cc4)c3nc12
 : -17%, ?, -17%, -16, 0%, 11µM*
CCCSc1cc(NCCOC(C)=O)c([N+](=O)[O-])c2nonc12
 : -3%, ?, -9%, -28, ?, 5%
CCn1ccnc1CNC(=O)CC1C(=O)NCCN1Cc1ccc(F)cc1Cl (stereo unspecified)
 : ?, -12%, 51%, 9, /, 7%
Cc1csc(-c2cccnc2)n1
 : 17%, 5%, 0%, ?, 6%, -80%
Cc1ccnc(N2C(=O)c3cccc4c([N+](=O)[O-])ccc(c34)C2=O)c1
 : -21%, 3%, -15%, 58, -22%, 11µM*
COc1ccccc1/C=C/C(=O)OCC(=O)N1c2ccccc2CC1C (stereo unspecified)
 : 5%, 3%, -10%, 0, /, -17%
O=C(c1cc(-c2ccc(F)cc2)nc2ccccc12)N1CCN(C2CCS(=O)(=O)C2)CC1 (stereo unspecified)
 : -13%, -4%, 103%[activator], -31, /, 15%
COc1cc(NC(=S)N2CCc3ccccc3C2)cc(OC)c1
 : 8%, ?, -21%, 28, 6%, 11%
O=C(COC(=O)/C=C/c1ccc(F)cc1)Nc1nnc(-c2ccccc2)o1
 : -22%, -2%, -22%, 26, /, 2%
CC(CCc1ccccc1)NC(=O)c1cncc(Br)c1 (stereo unspecified)
 : -18%, -3%, -10%, -8, 1%, -11%
COc1cc2nc(N(CCCN(C)C)C(=O)c3ccc(S(=O)(=O)N4CCc5ccccc54)cc3)sc2cc1OC
 : -25%, ?, 202%[activator], 9, /, ?
Cc1ccc(NC(=O)N2CCc3cc(S(=O)(=O)N4CCC(C)CC4)ccc32)cc1C
 : -2%, 25%, /, 16, /, /
O=C(O)c1ccc(CSc2nnc(-c3ccncc3)n2CC2CCCO2)cc1 (stereo unspecified)
 : -3%, ?, -9%, -19, 4%, 4%
CN(CCCNC(=O)C1CCC(=O)N1Cc1ccc(F)cc1)c1ccccc1 (stereo unspecified)
 : 5%, ?, 40%, 64, -4%, -18%
CC(C)c1nc(Cl)c(C#N)c2c1CSC(C)(C)C2
 : -2%, -11%, -13%, -14, 7%, ?

Next structures.
Results follow in this order: Sm TGR block, AmpC detergent, AmpC no deterg, HCMV antiviral, Giardia FBPA inh, HCV inhibitor
CCCc1c(C(=O)N/N=C/c2ccccc2C(F)(F)F)nnn1-c1nonc1N
 : -8%, 6%, -36%, -32, -4%, ?
Cc1ccccc1OCC(=O)Nc1ccc2nc(SCC(=O)N3CCCC3)sc2c1
 : 0%, 20%, /, -35, /, /
O=C(CSc1nnc2scc(-c3ccc(Cl)cc3)n12)Nc1cccc(C(F)(F)F)c1
 : 4%, 8%, /, -17, /, /
COc1ccccc1N1CCN(Cc2ccc(F)cc2)CC1
 : -18%, -7%, -39%, -9, 8%, -22%
N/C(CC(=O)Nc1ccc(F)c(Cl)c1)=N\OC(=O)c1cccs1
 : 2%, 2%, -39%, 98, -1%, -29%
CCOC(=O)/C=C1\NC(C)(C)Cc2cc(OC)c(OC)cc21
 : -3%, -11%, -21%, 84, -4%, 16%
CN1CCN(C(=O)CCS(=O)(=O)c2cc3c(cc2Cl)NC(=O)CO3)CC1
 : -1%, -7%, -15%, 3, -5%, 13%
CCOc1ccc(NS(=O)(=O)c2ccc3c(c2)CCCN3C(=O)C2CCC2)cc1
 : 7%, -2%, /, -9, /, /
CCCn1c(SCC(=O)N2CCCC(C)C2)nnc1-c1cccnc1 (stereo unspecified)
 : 21%, 4%, -3%, -30, 5%, 11%
O=Cc1c(Cl)cccc1Cl
 : -3%, 2%, -4%, 27, -1%, -9%
CCCc1ccc(S(=O)(=O)N/N=C(/C)c2ccc3c(c2)OCO3)cc1
 : -4%, ?, -38%, 0, 1%, -4%
O=C(Cc1cccs1)NNC(=O)C12CC3CC(CC(C3)C1)C2
 : -5%, -16%, -3%, 15, 3%, -4%
Cc1ccc(C(=O)Nc2ccc(OCc3ccccc3)cc2)cc1[N+](=O)[O-]
 : -13%, 2%, -15%, 3, 4%, -10%

Compound profiles (already shown):
Cc1ccccc1OCC(=O)Nc1ccc2nc(SCC(=O)N3CCCC3)sc2c1 as listed: Sm TGR block = 0%; AmpC detergent = 20%; AmpC no deterg = /; HCMV antiviral = -35; Giardia FBPA inh = /; HCV inhibitor = /
CCOc1ccc(NS(=O)(=O)c2ccc3c(c2)CCCN3C(=O)C2CCC2)cc1 as listed: Sm TGR block = 7%; AmpC detergent = -2%; AmpC no deterg = /; HCMV antiviral = -9; Giardia FBPA inh = /; HCV inhibitor = /
